Screening results from PubChem.
TRPC6 inh: inhibitors of mouse TRPC6 channel; HEK293-TRPC6, membrane potential dye, ACh-evoked depolarization; hits give low values; B-score at 10 µM; 310,000 tested, 1.1% active; AID 2553;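 active = B-score under library mean minus 3 SD, initial fluorescence not abnormally high, positive integrated signal ratio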;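 note: B-score derived from integrated fluorescence ratio over the kinetic read; more negative B-score means stronger inhibition of depolarization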
Target sequence (Q61143 whole entry, looked up): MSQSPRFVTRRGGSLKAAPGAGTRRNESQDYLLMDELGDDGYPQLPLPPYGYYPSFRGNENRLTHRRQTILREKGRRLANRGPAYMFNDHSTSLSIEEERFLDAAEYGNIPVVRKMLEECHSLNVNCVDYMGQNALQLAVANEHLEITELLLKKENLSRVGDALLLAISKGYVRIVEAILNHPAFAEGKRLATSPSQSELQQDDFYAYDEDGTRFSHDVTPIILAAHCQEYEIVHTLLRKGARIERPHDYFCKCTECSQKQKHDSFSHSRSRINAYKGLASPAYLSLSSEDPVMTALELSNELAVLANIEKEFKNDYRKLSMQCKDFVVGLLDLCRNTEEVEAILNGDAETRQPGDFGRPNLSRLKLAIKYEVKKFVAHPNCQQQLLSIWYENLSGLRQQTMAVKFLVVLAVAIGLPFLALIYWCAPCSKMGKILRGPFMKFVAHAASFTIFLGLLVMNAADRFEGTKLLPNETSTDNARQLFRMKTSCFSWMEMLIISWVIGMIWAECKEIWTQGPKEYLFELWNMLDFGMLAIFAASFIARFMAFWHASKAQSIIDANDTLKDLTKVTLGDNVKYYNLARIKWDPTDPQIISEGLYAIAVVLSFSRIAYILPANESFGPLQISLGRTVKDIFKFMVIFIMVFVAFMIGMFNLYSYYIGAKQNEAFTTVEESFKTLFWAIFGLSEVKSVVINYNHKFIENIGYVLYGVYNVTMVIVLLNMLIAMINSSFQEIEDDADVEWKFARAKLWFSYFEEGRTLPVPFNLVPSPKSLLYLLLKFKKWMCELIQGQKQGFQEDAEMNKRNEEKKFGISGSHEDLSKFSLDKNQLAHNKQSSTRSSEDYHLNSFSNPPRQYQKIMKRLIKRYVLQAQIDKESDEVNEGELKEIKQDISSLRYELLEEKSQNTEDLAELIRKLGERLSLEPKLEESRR
TRPC6 act: mouse TRPC6 channel activation; Q61143; HEK293-TRPC6 membrane potential dye fluorescence; hits give high values; B-score at 10 µM; 310,000 tested, 0.13% active;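 active = B-score of the integrated fluorescence ratio above library mean plus 3 SD, and starting fluorescence ratio within library mean plus 5 SD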;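 note: higher score means more depolarization so channel activation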
HIF activator: HIF pathway transcriptional activation; U2OS HRE-luciferase reporter, luminescence; normalized: DMSO 0%, desferrioxamine 100%; activation, % at 7.5 µM (by protocol); 300,000 tested, 0.32% active;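 active = mean activation of at least 10% of the iron chelator positive control signal, with at least half of replicates also reaching 10%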
TRPC4 potent: TRPC4 (mouse) allosteric potentiation; Q9QUQ5; HEK293 TRPC4beta/mu-opioid, DAMGO EC20, Fluo-4 Ca2+ flux; hits give high values; B-score at 10 µM; 310,000 tested, 0.42% active;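 active = B-score of calcium response area above 5 SD of library B-scores, with initial fluorescence ratio within 5 SD of library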;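 note: B-score of integrated fluorescence ratio over time as area under calcium response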
MrgX1 antagonist: human MrgX1 receptor antagonism, primary screen. Q96LB2. MRGX1-HEK293 calcium flux, Fluo-4, BAM8-22 antagonism; hits give low values. B-score at 10 µM. 310,000 tested, 1.3% active;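 active = calcium-response B-score plate-corrected more than 3 library SD below zero, starting fluorescence within 5 deviations, no agonist response on first addition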;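 note: peak minus trough fluorescence over baseline after final BAM8-22 challenge near maximal dose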
SKKanGAS inh: SKKanGAS growth inhibition; S. pyogenes SKKanGAS, kanamycin growth, BacTiter-Glo, 6 h; inhibition, % at 7.5 µM; 300,000 tested, 1.3% active; AID 1662;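 active = mean replicate score, as percent of positive control median, at least 50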;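 note: strain carries kanamycin resistance gene driven by streptokinase promoter and grows in 40 µg/ml kanamycin; loss of luminescence reflects streptokinase promoter inhibition or plain growth inhibition; 0% = median of DMSO wells and 100% = positive control at its reference dose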
TRPC4 act: opens the mouse TRPC4 cation channel; 310,000 tested, 0.49% active; AID 2237; B-score at 10 µM; HEK293 TRPC4beta/mu-opioid, Fluo4 calcium fluorescence; hits give high values; Q9QUQ5;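 active = B-score above 5 SD of library B-scores, and initial fluorescence ratio not above library mean plus 5 SD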;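 note: positive B-score marks a calcium rise read as TRPC4 activation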
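Incubation: 45 min room-temperature Fluo4 loading, 110 s read / System: HEK293 cells stably co-expressing mouse TRPC4beta and mu-opioid receptor / Signal: Fluo4 fluorescence, kinetic / Control set: buffer (low) and maximal DAMGO (high) / Measure: integrated baseline-normalised fluorescence ratio, converted to per-well B score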
KLF5 inhibitor: suppresses KLF5 promoter-driven expression; DLD-1 KLF5 promoter-luciferase reporter, luminescence; AID 1700; inhibition, % at 5 µM; 290,000 tested, 0.23% active;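 active = inhibition above a per-plate limit of that plate's mean compound inhibition plus 3 SD, cut at about 60% in these data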;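 note: 0% = DMSO wells and 100% = LY294002 at 200 µM; higher means less KLF5 promoter-driven luciferase light; inactives centre near -14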
TRPC4 block: inhibitors of mouse TRPC4 channel; Q9QUQ5; HEK293 TRPC4beta/mu-opioid, DAMGO-evoked Fluo4 calcium flux; hits give low values; B-score at 10 µM; 300,000 tested, 0.39% active; AID 2247;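 active = B-score over 3 SD under the library average, no early fluorescence shift, positive overall ratio signal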
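test system = HEK293 cells with stable TRPC4beta plus mu-opioid receptor expression | detection = Fluo4 Ca2+ flux fluorescence | read-out = integrated fluorescence ratio relative to baseline, converted to per-well B score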
IEC-6 cytotox: IEC-6 cytotoxicity, counter-screen for KLF5 inhibitors. luminescence viability. inhibition, % at 5 µM. 290,000 tested, 0.78% active. AID 1825; in the data active = inhibition above about 22%;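 note: 0% = plate median of test compound wells and 100% = cytotoxic reference compound wells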
aSyn UTR inh: 5' untranslated region of α-synuclein, MLPCN primary screen; inhibition, % (tested at 7.5 µM); alpha-synuclein 5'UTR reporter, inhibitor activity; AID 1813; 300,000 tested, 0.82% active; in the data active = inhibition above about 60%;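 note: H4 neuroglioblastoma cells stably carrying SNCA 5'UTR luciferase fusion; 0% = DMSO wells and 100% = positive control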
Active calls of the source: *; i = inactive; / = no result given.

Below each compound – TRPC6 inh, TRPC6 act, HIF activator, TRPC4 potent, MrgX1 antagonist, SKKanGAS inh, TRPC4 act, KLF5 inhibitor, TRPC4 block, IEC-6 cytotox, aSyn UTR inh
> Cn1c(CNC(=O)Nc2ccccc2Cl)nnc1SCc1ccccc1
 : i, i, -0.6, i, i, -1.5, i, -15.8, i, -0.8, -0.5
> Cc1[nH]n(-c2ccccc2)c(=O)c1C(=O)c1ccc(Cl)cc1
 : i, i, -0.4, i, i, 7.5, i, -2.7, i, -2.7, 1.1
> COc1cc(C(=O)NCCCc2nc3ccccc3n2Cc2cc(C)ccc2C)cc(OC)c1OC
 : i, i, -0.2, i, i, 12.2, i, 2.1, i, 5.5, 7.7
> Cc1ccc(-n2c(SCC(=O)Nc3ccc4c(c3)OCO4)nnc2-c2ccoc2C)cc1
 : i, i, 0.3, i, i, 9.7, i, -9.8, i, 0.0, 20.8
> COc1ccc(CCn2c(C)cc(C(=O)COC(=O)c3cnc(C)cn3)c2C)cc1
 : i, i, 0.2, i, i, 1.9, i, /, i, /, -7.5
> CCOC(=O)CC(=O)Nc1c(C)cc(C)cc1C
 : i, i, -0.3, i, i, -7.6, i, -13.2, i, -2.6, 34.4
> Cc1ccccc1NC(=O)N1C2CCCC1CC(NC(=O)C1CC1)C2 (stereo unspecified)
 : i, i, -0.4, i, i, 4.8, i, 0.2, i, 0.5, 11.0
> O=C(Nc1ccc(-c2cn3ccsc3n2)cc1)c1ccc(F)c(S(=O)(=O)N2CCOCC2)c1
 : i, i, 0.4, i, i, 27.3, i, -34.9, i, 7.4, 28.6
> Cn1c(N2CCCC2)nc2c1c(=O)n(Cc1cccc(F)c1)c(=O)n2C
 : i, i, -0.2, i, i, -12.5, i, -34.7, i, -0.8, 31.1
> Cc1ccc(N/N=C/c2ccncc2)cc1
 : i, i, 2.8, i, i, -0.2, i, -17.8, i, 3.5, -120.4
> CCC1CC(CSc2ncn[nH]2)OC1=O (stereo unspecified)
 : i, i, -0.2, i, i, -11.5, i, 11.2, i, -4.2, -1.7
> CCCC(=O)Nc1ccccc1NC(=O)c1ccc(OCC)cc1
 : i, i, -0.1, i, i, -5.0, i, 1.8, i, 0.1, 9.0
> CC(NS(=O)(=O)c1ccc(NC(=O)N2CCCCC2)cc1)c1ccccc1 (stereo unspecified)
 : i, i, -0.6, i, i, -3.3, i, -21.3, i, -8.5, 19.7
> COc1ccc(/C=C/C(=O)NCCNC(=O)c2ccccc2)cc1OC
 : i, i, -0.1, i, i, -4.3, i, -20.3, i, -2.5, 23.3
> COc1cc(/C=C2\SC(=O)N(CCNC(=O)c3sc4cc(F)ccc4c3Cl)C2=O)cc(OC)c1OC
 : i, i, -0.9, i, i, -2.9, i, -37.2, i, -5.0, 26.4
> CC(C)(C)c1ccc(C(=O)CC(Sc2ccc(Cl)cc2)C(=O)O)cc1 (stereo unspecified)
 : i, i, 0.7, i, i, 1.2, i, -4.3, i, -1.3, -37.4
> COc1cc(/C=N/NC(=O)Cc2nnc(NC(=O)c3ccccc3)s2)ccc1O
 : i, i, -1.8, i, i, 11.7, i, 11.9, i, 0.2, -8.5
> Cc1nc2ccc(C(=O)N3CCN(c4ccccn4)CC3)cc2s1
 : i, i, -0.9, i, i, 2.4, i, -26.4, i, 3.6, -13.9
> Cc1cnc(=O)[nH]c1SCc1cccc(C(F)(F)F)c1
 : i, i, -0.6, i, i, -2.1, i, -11.6, i, 3.3, 11.0
> COc1ccc(NC(=O)Cc2nnc(SCC(=O)NC3=NCCS3)n2C)cc1
 : i, i, 0.0, i, i, -1.8, i, -0.3, i, -6.2, 8.7
> O=C(CSCC(=O)NCc1ccco1)NCc1ccco1
 : i, i, 0.1, i, i, -1.7, i, 17.0, i, 0.3, -11.2
> Cc1cc2nsnc2c(S(=O)(=O)N2CCN(C)CC2)c1C
 : i, i, -1.9, i, i, 0.9, i, -11.3, i, -3.6, -6.8
> Cc1cc(C)cc(C(=O)NC(CC(N)=O)c2ccc(N3CCC(Br)CC3)c([N+](=O)[O-])c2)c1 (stereo unspecified)
 : i, i, 0.5, i, i, 3.8, i, -4.2, i, 0.0, 5.2
> CCCn1c(SCc2nc3ccccc3s2)n[nH]c1=O
 : i, i, 3.2, i, i, -0.7, i, 16.9, i, 10.1, -165.3
> O=C(NCC1CCCO1)c1ccc(Cl)c(S(=O)(=O)N2CCOCC2)c1 (stereo unspecified)
 : i, i, -0.3, i, i, -1.9, i, 1.0, i, 4.0, -17.2
> O=C(O)CCC(=O)N1N=C(c2c(-c3ccccc3)c3cc(Cl)ccc3[nH]c2=O)CC1c1ccco1 (stereo unspecified)
 : i, i, -28.0, i, i, 2.9, i, 5.2, i, -1.8, -23.7
> CC(Sc1nnc2c(n1)C1CCC2(C)C1(C)C)C(=O)Nc1ccccc1 (stereo unspecified)
 : i, i, -0.1, i, i, -1.5, i, -23.0, i, 4.4, 14.1
> COc1ccccc1CNC(=O)C1CCN(S(=O)(=O)c2ccc3c(c2)CC(C)N3C(=O)C2CC2)CC1 (stereo unspecified)
 : i, i, -0.6, i, i, 0.8, i, 1.9, i, 3.9, 13.2
> CCCCN(C)CCCNC(=O)/C=C1\Sc2ccccc2NC1=O
 : i, i, -0.1, i, i, -9.1, i, -20.9, i, 0.4, -8.4
> COc1ccc(NC(=O)CSc2nnc(N)s2)cc1
 : i, i, -0.2, i, i, -9.3, i, 0.2, i, -5.4, 22.7

Taken from above:
`CCC1CC(CSc2ncn[nH]2)OC1=O` (stereo unspecified) in HIF activator is entered as -0.2
`Cc1cnc(=O)[nH]c1SCc1cccc(C(F)(F)F)c1` in IEC-6 cytotox is entered as 3.3

Going on with the list:
Below each compound – TRPC6 inh, TRPC6 act, HIF activator, TRPC4 potent, MrgX1 antagonist, SKKanGAS inh, TRPC4 act, KLF5 inhibitor, TRPC4 block, IEC-6 cytotox, aSyn UTR inh
> COc1cc(C2NC(=S)NC(c3ccccc3)=C2C(C)=O)cc(Br)c1OCC(N)=O (stereo unspecified)
 : i, i, -0.1, i, i, 3.0, i, -15.2, i, -1.5, 22.2
> Cc1cc(C)c2nc(C)cc(Nc3ccc(C(=O)N4CCOCC4)cc3)c2c1
 : -6.92*, i, -0.9, i, i, 7.6, i, -5.3, i, 6.6, 6.4
> COc1ccc(NC(=O)CN2C(=O)COc3ccc(S(=O)(=O)N4CCCCC4)cc32)cc1OC
 : i, i, -0.2, i, i, 12.6, i, -39.2, i, -4.3, -6.6
> CC1CN(C(=O)CCC(=O)NCc2ccc(F)cc2)c2ccccc2S1 (stereo unspecified)
 : i, i, -0.1, i, i, -1.7, i, -6.1, i, -2.5, 12.6
> CN1CCN(S(=O)(=O)c2ccc(N(C)Cc3ccc(OC(F)F)cc3)c([N+](=O)[O-])c2)CC1
 : i, i, 0.1, i, i, -3.5, i, /, i, /, 6.4
> COc1ccc(NC(=O)NC23CC4CC(CC(C4)C2)C3)cc1OC
 : i, i, 0.3, i, i, 0.2, i, -38.1, i, 0.3, -33.1
> COc1ccc(NC(=S)N(CCN2CCOCC2)C2CCN(C(C)=O)CC2)cc1Cl
 : i, i, -0.1, i, i, -3.5, i, -11.0, i, 6.8, -14.8
> O=C(CSc1ccccc1)Nc1ccc(S(=O)(=O)Nc2ncccn2)cc1
 : i, i, -0.5, i, i, -0.3, i, -21.7, i, -2.3, 20.5
> CC1(C)CCC[C@]2(C)[C@H]3CC(=O)O[C@]3(C)CC[C@@H]12
 : i, i, -5.6, i, i, 1.1, i, -36.6, i, -1.3, 27.3
> CN(C(=O)c1ccc2c(c1)OCO2)C1(C(=O)NC2CCCCC2)CCCCC1
 : i, i, -11.4, i, i, 1.3, i, -27.3, i, -2.2, -5.5
> COc1ccc(N2CCN(CNC(=O)c3ccccc3)CC2)cc1
 : i, i, -0.9, i, i, -6.1, i, -0.4, i, 2.7, 10.6
> Cc1nc(SCC(=O)Nc2cc(Cl)ccc2[N+](=O)[O-])nc(C)c1C
 : i, i, 0.0, i, i, 14.7, i, 7.0, i, 6.1, -23.1
> N=c1c2c(n(Cc3ccc([N+](=O)[O-])cc3)c3c1CCC3)CCCC2
 : i, i, -0.8, i, i, 13.5, i, 19.8, i, -5.1, -12.5
> CCC(=O)N1Cc2ccccc2-c2ccccc2C1=O
 : i, i, -0.2, i, i, -2.0, i, -28.3, i, 3.1, 6.0
> O=C(Nc1ccccc1)Nc1nc2ccccc2s1
 : i, i, 3.8, i, i, 14.5, i, -119.1, i, 14.5, -64.8
> CSc1nc(-c2ccco2)nn1C(=O)c1ccc(C)cc1
 : i, i, -0.3, i, i, -8.4, i, -26.9, i, 1.8, -12.3
> C/C(=C\C(=O)c1ccc(C)cc1)NCc1ccc(F)cc1
 : i, i, -0.6, i, i, -3.5, i, -33.5, i, -0.4, -39.9
> O=C(CSC(=S)N1CCSCC1)c1ccc(Cl)cc1
 : i, i, 2.0, i, i, 2.8, i, -20.2, i, -2.7, -151.8
> CSc1nnc(-c2ccccc2N=Cc2c(C)[nH]n(-c3ccc4ccccc4c3)c2=O)c(=O)[nH]1
 : i, i, 1.1, i, i, 32.5, i, -87.6, i, 3.3, -73.4
> O=C(c1ccc2c(=O)n3c(nc2c1)CCCCC3)N1CCN(c2ccccc2)CC1
 : i, i, 0.1, i, i, -7.2, i, -21.9, i, -1.6, 15.8
> Cc1ccc(N2CCN(C(=O)c3ccccc3)CC2)c(C)c1
 : i, i, -0.1, i, i, 3.8, i, -18.2, i, 1.0, 10.7
> Cn1c(=O)c2c(nc(NN=C3CCCC3)n2C)n(C)c1=O
 : i, i, -0.3, i, i, -1.9, i, 7.0, i, 1.5, 3.1
> CC(O)C(O)C(O)C(O)C1NCCS1 (stereo unspecified)
 : i, i, -0.1, i, i, -9.3, i, 2.7, i, 9.1, 16.7
> CC1C(=O)N2CCCc3cc(S(=O)(=O)N4CCN(c5cccc(Cl)c5)CC4)cc1c32 (stereo unspecified)
 : i, i, 4.0, i, i, 4.2, i, /, i, /, 9.6
> O=C(/C=C\NCC(=O)c1ccccc1)c1ccc(F)cc1
 : i, i, 0.5, i, i, -7.9, i, -14.5, i, 4.2, -55.1
